HTT ATP protect – qHTS Multiplex Assay to Identify Dual Action Probes in a Cell Model of Huntington: Cytoprotection (ATP); PC12 HTT-Q103 induced, cytoprotection, ATP luminescence, 40 h; Potency, µM (top dose mostly 56.4 µM), for inactives: cytoprotection (ATP increase), hits mostly activators; 0.14% of 230,000 active;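 note: % of control where 0% means no effect; nearly all actives have a fitted effect of over 45% in size; toxic huntingtin expression switched on by the ecdysone agonist tebufenozide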
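Huntington model: PC12 line, ecdysone-inducible HTTQ103 exon1–GFP, tebufenozide 100 nM. Test articles in a dose series. Endpoint luminescence from cellular ATP.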
Tau fibril ThT – qHTS for Inhibitors of Tau Fibril Formation, Thioflavin T Binding; Microtubule-associated protein tau (Homo sapiens), P10636; recombinant tau K18 P301L, heparin-induced fibrillization, ThT fluorescence; Potency, µM (top dose mostly 57.4 µM), inactives show at the top dose activity, negative = inhibition, most hits filed as inhibitors; 2.1% of 270,000 active; AID 1460, 2008; note: % is set by controls: 0 for no effect and ±100 for the full control effect; nearly all actives have a fitted effect of over 55% in size
Target sequence (P10636 561-689 P618L limits assumed): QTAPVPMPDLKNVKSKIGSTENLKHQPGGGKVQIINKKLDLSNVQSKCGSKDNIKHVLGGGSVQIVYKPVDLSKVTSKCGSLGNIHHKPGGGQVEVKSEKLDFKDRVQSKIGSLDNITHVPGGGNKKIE
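Heparin-induced fibrillization of the P301L-mutant K18 repeat-domain fragment of human tau was followed by ThT binding in quantitative high-throughput format.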
SMN2 splice enh – qHTS Assay for Enhancers of SMN2 Splice Variant Expression. HEK293 SMN2-luciferase splicing reporter, luminescence, 30-36 h. Potency, µM (series often up to 46.1 µM), for the others: at the highest dose activity change, positive = activation, actives largely listed as activators. 2.8% of 210,000 active. AID 1458, 2008; note: % of control where 0% means no effect; nearly all actives have a fitted effect of over 55% in size
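HEK293 cells carry an SMN2 minigene-luciferase reporter in which exon 7 inclusion puts luciferase in frame. Cells were seeded at 2000 cells/well, attached for 10-12 hours, then exposed to compounds for 30-36 hours at 37C before ONE-Glo luminescence.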
JMJD2E inh – qHTS Assay for Inhibitors of Human Jumonji Domain Containing 2E (JMJD2E) | Potency, µM (titrated, usually from 57.1 µM), without a hit: at the top dose activity change, negative = inhibition, usual class: inhibitors | JMJD2E catalytic domain, FDH-coupled NADH fluorescence (FDH is formaldehyde dehydrogenase) | Lysine-specific demethylase 4E (Homo sapiens), B2RXH2 | 1.6% of 230,000 active; active = well fitted inhibition curve with a large enough effect, not every such curve was filed as active; inconclusive = small, poorly fitted or top-dose-only effect, or another doubt; inactive = no such curve, though single readings can be large or run the other way;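 note: 0% = wells with enzyme and -100% = buffer wells without enzyme; nearly all actives have a fitted effect of over 50% in size; many of its hits are not listed in these tables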
Target sequence (B2RXH2 1-337 limits assumed): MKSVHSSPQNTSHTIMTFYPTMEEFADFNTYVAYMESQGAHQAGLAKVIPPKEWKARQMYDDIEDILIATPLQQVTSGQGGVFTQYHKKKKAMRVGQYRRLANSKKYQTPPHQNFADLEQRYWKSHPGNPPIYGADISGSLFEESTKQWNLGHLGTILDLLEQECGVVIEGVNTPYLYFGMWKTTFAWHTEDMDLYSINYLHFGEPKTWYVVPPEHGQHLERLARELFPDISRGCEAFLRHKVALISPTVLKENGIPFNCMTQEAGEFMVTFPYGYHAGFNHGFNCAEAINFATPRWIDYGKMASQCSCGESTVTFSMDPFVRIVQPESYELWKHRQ
HttQ103 aggreg – qHTS Multiplex Assay to Identify Dual Action Probes in a Cell Model of Huntington: Aggregate Formation (GFP); PC12 HttQ103-GFP aggregates, Acumen cytometry, 40 h; Potency, µM (doses to about 46.1 µM), for inactives: at the highest dose activity change, negative = inhibition, usual class: inhibitors; 1.1% of 220,000 active; note: % is set by controls: 0 for no effect and ±100 for the full control effect; nearly all actives have a fitted effect of over 60% in size
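PC12/HTTQ103-GFP, ecdysone-inducible; teb 100 nM; cpd qHTS titration; GFP aggregates read on laser cytometer, Ex 488/Em 500-530 nm.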
ALDH1A1 inh – qHTS Assay for Inhibitors of Aldehyde Dehydrogenase 1 (ALDH1A1); Aldehyde dehydrogenase 1A1 (Homo sapiens), P00352; Purified ALDH1A1, NADH fluorescence, propionaldehyde substrate; Potency, µM (top dose mostly 75.3 µM), for inactives: top-dose activity, negative = inhibition, usual class: inhibitors; 7.3% of 220,000 active; AID 1030, 2008; active = well fitted inhibition curve with a large enough effect, not every such curve was filed as active; inconclusive = small, poorly fitted or top-dose-only effect, or another doubt; inactive = no such curve, though single readings can be large or run the other way;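 note: plate controls were no enzyme wells and a reference inhibitor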
Target sequence (P00352 whole entry, looked up): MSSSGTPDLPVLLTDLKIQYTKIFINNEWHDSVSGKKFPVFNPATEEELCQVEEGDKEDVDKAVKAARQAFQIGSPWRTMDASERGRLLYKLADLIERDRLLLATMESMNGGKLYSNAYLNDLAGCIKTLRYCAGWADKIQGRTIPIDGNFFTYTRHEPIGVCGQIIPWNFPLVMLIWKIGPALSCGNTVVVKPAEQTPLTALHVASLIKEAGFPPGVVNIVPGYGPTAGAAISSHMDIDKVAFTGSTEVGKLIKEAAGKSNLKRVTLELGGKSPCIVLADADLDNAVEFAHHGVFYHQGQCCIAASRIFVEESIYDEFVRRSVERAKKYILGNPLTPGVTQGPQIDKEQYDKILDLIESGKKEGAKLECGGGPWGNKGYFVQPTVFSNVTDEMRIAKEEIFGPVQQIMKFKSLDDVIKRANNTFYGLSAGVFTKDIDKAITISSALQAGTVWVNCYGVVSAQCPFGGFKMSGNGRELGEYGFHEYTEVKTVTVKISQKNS
Tau FP inhib – qHTS for Inhibitors of Tau Fibril Formation, Fluorescence Polarization; Microtubule-associated protein tau (Homo sapiens), P10636; K18 P301L tau heparin fibrillization, Alexa594 FP, 6 h; Potency, µM (titrated, usually from 57.7 µM), inactives show at the top dose activity, negative = inhibition, usual class: inhibitors; 0.39% of 280,000 active; AID 1468, 2008; note: % is set by controls: 0 for no effect and ±100 for the full control effect; nearly all actives have a fitted effect of over 55% in size
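Read-out: fluorescence polarization of Alexa 594-labeled tau (0.24 uM), 555 nm excitation, 632 nm emission. Mixtures held 15 uM unlabeled K18 P301L, compound and 20 uM heparin, pH 7 acetate buffer, incubated 6 hr at 37 C.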
Tau fluor counter – Counterscreen qHTS for Inhibitors of Tau Fibril Formation, Fluorescence Polarization; tau K18 P301L Alexa594 fluorescence, heparin fibrillization; 0.93% of 280,000 active; AID 1463, 2008; Potency, µM (top dose mostly 57.7 µM), for the others: at the highest dose activity change, negative = decrease; note: % is set by controls: 0 for no effect and ±100 for the full control effect; nearly all actives have a fitted effect of over 55% in size
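Human tau K18 P301L (15 uM unlabeled, 0.24 uM Alexa 594-labeled) in 100 mM sodium acetate pH 7 with 20 uM heparin, 6 hr at 37 C. ThT 30 uM added, 1 hr ambient; Alexa 594 FP and total fluorescence read at 555/632 nm.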
The depositor's hits bear a star; ? = inconclusive; . = not tested or not shown; [ ] = dose if it differs, or a comment. Unless noted, calls come from the whole dose curve; as a rule, active = well fitted curve in the direction sought with a large enough effect; inconclusive = small, poorly fitted or top-dose-only effect, or another doubt; inactive = no such curve, though single readings can be large; an effect the other way counts as inactive or inconclusive. Potency is the fitted concentration of half-maximal effect. Some of the compounds tested. The share of hits here may be higher or lower than overall.

| entry | Compound | HTT ATP protect | Tau fibril ThT | SMN2 splice enh | JMJD2E inh | HttQ103 aggreg | ALDH1A1 inh | Tau FP inhib | Tau fluor counter |
| --- | --- | --- | --- | --- | --- | --- | --- | --- | --- |
| 1 | COCC(C)NC(=S)Nc1ccccc1[N+](=O)[O-] (stereo unspecified) | -3% | 0% | ? | -9% | -2% | -4% | -3% | -5% |
| 2 | Cc1ccc(NC(=O)Nc2ccnc(-c3cccnc3)n2)cc1 | 3.5µM* | ? | -11% | -17% | ? | -3% | ? | -9% |
| 3 | CCOC(=O)Nc1nnc(-c2cccc(OC)c2)s1 | -25% | -8% | ? | ? | -6% | ? | 8% | 1% |
| 4 | ON/C=N/C(=S)Nc1ncc(C(F)(F)F)cc1Cl | . | 2% | 8% | -2% | 21% | ? | 0% | 4% |
| 5 | O=c1cc(Cn2ccnc2)c2cc3c(cc2o1)CCC3 | -1% | -10% | -10% | ? | -4% | ? | 8% | -5% |
| 6 | COc1ccc(S(=O)(=O)NCc2ccc(C(=O)N3CCN(c4ccccn4)CC3)cc2)cc1 | -35% | -16% | -26% | -15% | -19% | ? | 2% | -5% |
| 7 | O=C(NNS(=O)(=O)c1ccccc1F)c1cc(-c2ccccc2)n[nH]1 | -3%[10 µM] | -12% | . | -7% | -11%[9.22 µM] | . | 11% | -2% |
| 8 | O=C(COC(=O)/C=C/c1ccccc1)Nc1ccccc1Br | 3%[10 µM] | 0% | -5% | 8% | -1% | 8% | -2% | -4% |
| 9 | COc1ccc(CCNC(=O)c2nnn(-c3ccc4c(c3)OCCO4)c2N)cc1OC | 8% | ? | . | 0% | -24% | ? | -2% | -13% |
| 10 | CC(=O)N1CCN(CC(=O)Nc2sccc2C#N)CC1 | ? | -11% | -2% | -1% | 4% | 4% | 2% | -8% |
| 11 | Cc1ccc(O)c(C(=O)c2cc(C#N)c(=O)n(-c3nccs3)c2)c1 | -66%[inhibitor] | ? | . | ? | -6% | 8.9µM* | -6% | ? |
| 12 | CCc1n[nH]c(=S)n1/N=C/c1cc(Br)c(O)c(OC)c1 | 0%[10 µM] | -14% | . | -15% | -11%[9.22 µM] | . | 4% | -6% |
| 13 | CCCSc1ccc(-c2nn(-c3ccccc3)cc2/C=C(/C#N)C(=O)N2CCOCC2)cc1 | 8%[10 µM] | 8% | -1% | -5% | -26% | ? | 4% | -8% |
| 14 | CCOC(=O)c1c(C)[nH]c(C(=O)CSc2nnc(Nc3ccccc3F)s2)c1C | -8%[10 µM] | 1% | 23% | 5% | -24% | 3% | -1% | 3% |
| 15 | CCOC(=O)C1CCN(C(=O)CSc2ccc(Cl)cc2)CC1 | 29%[10 µM] | 1% | 2% | 1% | -2% | -1% | 7% | 1% |
| 16 | O=S(=O)(O)c1ccc(N2N=C(c3ccccc3)CC2c2ccccc2)cc1 (stereo unspecified) | -5% | -14% | 6% | ? | ? | ? | 0% | -11% |
| 17 | CC1(C)CC(=O)c2cc(N=C/C(C(=O)c3ccccc3)=C(\O)c3ccccc3)c(=O)oc2C1 | -49%[inhibitor] | -6% | -1% | -16% | 0%[9.22 µM] | ? | -1% | -4% |
| 18 | COc1ccc(C(=O)O)cc1S(=O)(=O)N(CCc1ccccc1)Cc1ccccc1 | 5%[10 µM] | -2% | . | -3% | 6%[9.22 µM] | . | 7% | 1% |
| 19 | O=C(CSc1nnc(-c2ccccc2)n1Cc1ccco1)NCc1ccc2c(c1)OCO2 | -27% | -9% | -7% | -3% | 4% | ? | -3% | -17% |
| 20 | CC(C)CC(=O)Nc1ccccc1N1CCN(c2ccccc2)CC1 | 18% | ? | -25% | -6% | -16% | -8% | 3% | -18% |
| 21 | C[n+]1nc(Nc2cccc3ccccc23)sc1-c1ccc(C(=O)O)cc1 | 4%[10 µM] | ? | . | 8.9µM* | 17%[9.22 µM] | . | -4% | -17% |
| 22 | Cc1cccc(NC(=O)C2(C)CC3c4ccccc4C2c2ccccc23)c1 (stereo unspecified) | -12% | 4% | 3% | 7% | 5% | 20% | -5% | 7% |
| 23 | CCC(C)NS(=O)(=O)c1ccc(NC(C)=O)cc1 (stereo unspecified) | 7%[1.9 µM] | -6% | 10% | 19% | 6% | 7% | -3% | -5% |
| 24 | CC1CCc2nc(NC(=O)C3CC3)sc2C1 (stereo unspecified) | -12% | -14% | ? | 4% | 6% | -6% | -2% | -11% |

(list continues)
Screens in order: HTT ATP protect	Tau fibril ThT	SMN2 splice enh	JMJD2E inh	HttQ103 aggreg	ALDH1A1 inh	Tau FP inhib	Tau fluor counter
25: CCN1C(=O)c2ccc(C(=O)O)cc2C1=O
→ 17%[10 µM]	5%	2%	-8%	-28%	2%	7%	1%
26: CC(=O)Nc1ccc(N2CCOCC2)c([N+](=O)[O-])c1
→ -38%	-15%	6%	-3%	4%	-4%	-2%	-2%
27: CCOC(=O)c1c(NC(=S)Nc2ccccc2C)sc2c1CCC2
→ -29%[10 µM]	-2%	-38%[inhibitor]	4%	-8%	?	-9%	-15%
28: N#Cc1sc(C(N)=O)c(-c2ccccc2)c1-c1ccccc1
→ 9%[10 µM]	4%	.	6%	3%[9.22 µM]	?	-9%	-9%
29: O=C1NC(=O)/C(=C/c2ccccc2OCc2ccccc2)S1
→ -67%[inhibitor]	-5%	-27%	53%[activator]	-5%	?	4%	-4%
30: CC#CCN(CC#CC)S(=O)(=O)c1ccc(-n2cnnn2)c(OC)c1
→ -14%	3%	3%	3%	-9%	12%	1%	-12%
31: CC1(C)CC(=O)C(CC(=O)Nc2cc(C(F)(F)F)ccc2Cl)C(=O)C1
→ -26%	1%	.	9%	-14%	-1%	6%	-3%
32: Cn1c(N)c(C(=O)COC(=O)C2CC(O)CN2S(=O)(=O)c2ccc(Cl)cc2)c(=O)n(C)c1=O (stereo unspecified)
→ -6%[10 µM]	.	.	-3%	-18%[9.22 µM]	.	-11%	5%
33: Cc1ccc(S(=O)(=O)Oc2ccc(/C=N/N=C3/NC(=O)C(CC(=O)O)S3)cc2)cc1 (stereo unspecified)
→ -10%	-15%	-16%	3%	-15%[9.22 µM]	-13%	0%	1%
34: COc1cccc(CN2CCN(c3ncccn3)CC2)c1
→ 5%[10 µM]	-9%	-11%	?	6%	?	-2%	-1%
35: Cc1ccc(C2=N/C(=C/N3CCOCC3)C(=O)O2)cc1
→ -5%[10 µM]	-3%	11µM*	-4%	-2%	-5%	5%	-1%
36: Cc1cc(NC(=O)CSc2nc3c(c(=O)n(C)c(=O)n3C)n2C(C)C)no1
→ -1%	-6%	25%	3%	-6%	-1%	4%	2%
37: Cc1ccc(-c2cc(-c3coc4ccc(Cl)cc4c3=O)c3c(n2)-c2ccccc2OC3)cc1
→ .	-3%	0%	.	.	.	?	-15%
38: COc1ccccc1N1CCN(C(=O)c2ccc3c(=O)n(Cc4ccco4)c(=S)[nH]c3c2)CC1
→ -9%	-7%	-18%	9%	-9%	?	10%	-23%
39: Cc1c(C)c(C)c2[nH]c(=S)[nH]c2c1C
→ 29%[10 µM]	.	.	6%	-19%[9.22 µM]	.	-5%	-8%
40: CN(C)S(=O)(=O)c1ccc(C(=O)NCCN2C(=O)S/C(=C\c3cccnc3)C2=O)cc1
→ 2%[10 µM]	2%	16%	1%	0%	-9%	-3%	3%
41: C=CCNc1oc(-c2ccc(OC)cc2)nc1C#N
→ -1%[10 µM]	?	?	?	-4%	?	17%	-18%
42: Cc1ccc(CSC2=Nc3sccc3C3=NC(=O)CN23)cc1
→ 15%	-14%	-7%	-3%	-1%	?	-3%	-16%
43: COCCN1CCN(Cc2nc(C3(c4ccc(C)cc4)CCCC3)no2)CC1
→ -55%	0%	.	4%	-5%	-5%	-2%	-1%
44: O=C(O)CCCC(=O)Nc1nncs1
→ -21%	-7%	13%	-2%	7%	6%	-4%	1%
45: O=C1c2ccccc2C(=O)N1CC(O)COCc1ccccc1 (stereo unspecified)
→ -3%	6%	5%	4%	10%	2%	-2%	5%

Structures listed so far that contain an aryl methoxy group, in the order listed:
Screens in order: HTT ATP protect	Tau fibril ThT	SMN2 splice enh	JMJD2E inh	HttQ103 aggreg	ALDH1A1 inh	Tau FP inhib	Tau fluor counter
3: CCOC(=O)Nc1nnc(-c2cccc(OC)c2)s1
→ -25%	-8%	?	?	-6%	?	8%	1%
6: COc1ccc(S(=O)(=O)NCc2ccc(C(=O)N3CCN(c4ccccn4)CC3)cc2)cc1
→ -35%	-16%	-26%	-15%	-19%	?	2%	-5%
9: COc1ccc(CCNC(=O)c2nnn(-c3ccc4c(c3)OCCO4)c2N)cc1OC
→ 8%	?	.	0%	-24%	?	-2%	-13%
12: CCc1n[nH]c(=S)n1/N=C/c1cc(Br)c(O)c(OC)c1
→ 0%[10 µM]	-14%	.	-15%	-11%[9.22 µM]	.	4%	-6%
18: COc1ccc(C(=O)O)cc1S(=O)(=O)N(CCc1ccccc1)Cc1ccccc1
→ 5%[10 µM]	-2%	.	-3%	6%[9.22 µM]	.	7%	1%
30: CC#CCN(CC#CC)S(=O)(=O)c1ccc(-n2cnnn2)c(OC)c1
→ -14%	3%	3%	3%	-9%	12%	1%	-12%
34: COc1cccc(CN2CCN(c3ncccn3)CC2)c1
→ 5%[10 µM]	-9%	-11%	?	6%	?	-2%	-1%
38: COc1ccccc1N1CCN(C(=O)c2ccc3c(=O)n(Cc4ccco4)c(=S)[nH]c3c2)CC1
→ -9%	-7%	-18%	9%	-9%	?	10%	-23%
41: C=CCNc1oc(-c2ccc(OC)cc2)nc1C#N
→ -1%[10 µM]	?	?	?	-4%	?	17%	-18%

Bioassay records (PubChem)
